Neddyl block – inhibitors of cullin neddylation, primary screen, biochemical, TR-FRET, uHTS, NAE and Ubc12; NEDD8-conjugating enzyme Ubc12 (Homo sapiens) + NEDD8-activating enzyme E1 regulatory …; calls only at 25 µM; 360,000 compounds, 0.58% hits; AID 651699, 2012; in the data active = inhibition above about 36%
Target sequence (P61081 whole entry, looked up): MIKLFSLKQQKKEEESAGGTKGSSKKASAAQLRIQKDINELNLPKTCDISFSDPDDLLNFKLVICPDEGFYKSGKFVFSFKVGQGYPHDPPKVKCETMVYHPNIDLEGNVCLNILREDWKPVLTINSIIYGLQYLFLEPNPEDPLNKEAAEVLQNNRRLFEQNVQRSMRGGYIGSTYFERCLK
Target sequence (Q13564 whole entry, looked up): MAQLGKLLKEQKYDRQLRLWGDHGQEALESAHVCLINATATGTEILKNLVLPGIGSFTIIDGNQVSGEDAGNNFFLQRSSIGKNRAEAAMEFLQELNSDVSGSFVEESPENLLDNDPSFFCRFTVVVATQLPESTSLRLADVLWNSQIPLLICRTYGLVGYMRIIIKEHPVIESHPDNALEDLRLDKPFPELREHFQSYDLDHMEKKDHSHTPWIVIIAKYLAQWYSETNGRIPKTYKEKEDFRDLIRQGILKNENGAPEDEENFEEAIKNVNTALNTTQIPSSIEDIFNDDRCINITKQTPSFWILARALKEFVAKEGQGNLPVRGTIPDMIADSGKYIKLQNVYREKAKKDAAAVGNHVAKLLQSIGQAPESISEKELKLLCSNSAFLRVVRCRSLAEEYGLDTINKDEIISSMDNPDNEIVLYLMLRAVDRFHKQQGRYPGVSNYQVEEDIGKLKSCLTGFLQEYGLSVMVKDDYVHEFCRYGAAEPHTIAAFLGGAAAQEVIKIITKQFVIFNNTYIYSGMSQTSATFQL
FAS-TE inh – FAS thioesterase domain inhibitors, primary screen, biochemical, fluorescence intensity, uHTS | recombinant FAS-TE, OMFH fluorogenic substrate, fluorescence endpoint | inhibition, % at 15 µM | 360,000 compounds, 0.67% hits;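 active = compounds whose normalised, plate-corrected inhibition of enzyme fluorescence in the single-dose primary screen is 50% or more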;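 note: 0% = DMSO with enzyme and 100% = substrate without enzyme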
SKN-1 block – suppressors of acrylamide-induced Pgst-4::GFP reporter in worms, primary screen, SKN-1 inhibitor project, whole organism, uHTS, GFP/RFP fluorescence ratio, strain VP596; C. elegans VP596 Pgst-4::GFP/RFP ratio, 24 h; inhibition, % at 21.8 µM; 360,000 compounds, 0.49% hits; AID 624304, 2012;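 active = interference check ratio from 0.5 to 1.5 plus GFP to RFP signal ratio inhibition reaching or exceeding a fixed threshold, cut at about 30% in these data, passing the limit was not always enough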; note: some compounds called inactive have numbers as strong as hits
MT1-MMP act inh – blockers of MT1-MMP proenzyme processing, primary screen, HT1080 RFP-PRO-GFP cells, GFP/RFP fluorescence. AID 651647, 2012. GFP/RFP ratio change, % at 20 µM. 360,000 compounds, 0.061% hits. Matrix metalloproteinase-14 (Homo sapiens), P50281. GFP/RFP ratio fluorescence, overnight; percent of plate control window, DMSO zero;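 active = GFP/RFP ratio change of at least 30% with cell ATP level not reduced by more than half and red fluorescence within 50% of control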; note: strong numbers were not always called active
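Test system: HT1080 RFP-PRO-GFP cells; Benchmarks: DMSO and RFP-L50D-GFP cell wells; Timing: cells overnight before dosing, compound overnight, 37 °C, 5% CO2; Compound: one 20 µM compound dose with 1% DMSO; Read-out: GFP/RFP fluorescence ratio.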
CSN deneddyl inh – inhibitors of CSN-mediated cullin deneddylation, primary screen, biochemical, fluorescence polarization, uHTS. COP9 signalosome complex subunit 5 (Homo sapiens), Q92905. Purified CSN, SCF-Nedd8-OG deneddylation. inhibition, % at 12.5 µM. 360,000 compounds, 0.38% hits. AID 651999, 2013;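 active = pattern-corrected inhibition above about 35%, with an unprinted fluorescence ratio check between 0.5 and 1.5, limit read from the data, passing the limit was not always enough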;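 note: 0% = enzyme with substrate and 100% = substrate without enzyme; some results filed as inactive read as strong as hits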
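test system = HEK293T-derived human Csn5 enzyme | amount = 0.24 nM Csn5 enzyme, final concentration | medium = Tris/NaCl/DTT buffer, pH 7.5 | schedule = 90 min reaction at room temperature | signal = FP | evaluation = inhibition of Csn5 cleavage, % | compound dosing = single dose of 12.5 µM compound with 0.25% DMSO | probe or stimulus = 10 nM SCFSkp2-Nedd8OG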
NadD block – inhibitors of S. aureus NadD, primary screen, biochemical, colorimetric, uHTS | AID 602399, 2012 | 360,000 compounds, 0.78% hits | Nicotinate-nucleotide adenylyltransferase NadD (Staphylococcus aureus N315) | purified NadD enzyme, colorimetric absorbance read-out | inhibition, % at 20 µM; in the data active = inhibition above about 26%; note: some compounds past the cut are filed as inactive
PABP1 MLLE inh – inhibitors of PABP1 MLLE–PAM2 peptide binding, primary screen, biochemical, fluorescence polarization, FITC-PAM2, GST-MLLE; inhibition, % at 20 µM; Polyadenylate-binding protein 1 (Homo sapiens), P11940; 360,000 compounds, 0.36% hits; AID 588489, 2011; in the data active = inhibition above about 35%, passing the limit was not always enough;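 note: plate controls were DMSO wells with GST-MLLE for no effect and wells lacking GST-MLLE protein for full effect; some results filed as inactive read as strong as hits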
Rpn11 block – Rpn11 (PSMD14) deubiquitinase inhibitors, primary screen, biochemical, fluorescence polarization, uHTS. 26S proteasome non-ATPase regulatory subunit 14 (Homo sapiens), O00487. human 26S proteasome, Ub4-pepOG fluorescence polarization; 20S core pre-blocked with epoxomicin. 360,000 compounds, 0.59% hits. calls only at 20 µM. AID 588493, 2011;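 active = inhibition at 20 µM, scaled to each plate's controls, above about 33%, limit read from the data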
Rin1-Abl PPI inh – inhibitors of Rin1-Abl protein binding, primary screen, biochemical, TR-FRET; inhibition, % at 7.35 µM; 360,000 compounds, 0.4% hits; in the data active = inhibition above about 5%, passing the limit was not always enough
* marks the source's active call; other numbers are inactive results; i = inactive; nt = not tested or not shown; & = joins results of further samples. No enrichment for hits; overall some 3.9% were active at least once.

Every second line gives: Neddyl block	FAS-TE inh	SKN-1 block	MT1-MMP act inh	CSN deneddyl inh	NadD block	PABP1 MLLE inh	Rpn11 block	Rin1-Abl PPI inh
COc1ccc(CN2CCCC(N3CCN(c4cccc(Cl)c4)CC3)C2)cc1OC (stereo not given)
 : i	2	-1	1	6	-4	-10	i	2
Cc1ccccc1NC(=O)C1C2CC/C=C\CCC21 (stereo not given)
 : i	-11	-3	1	-2	-1	14	i	1
CCOc1ccccc1NC(=O)C(=O)CC(=O)c1cccc(OC)c1
 : i	11	9	2	0	6	12	i	0
O=c1cc(CN2CCCCC2)c2c(ccc3ccccc32)o1
 : i	38	12	1	1	-3	9	i	-1
Cc1nnc(NC(=O)c2cccc(S(=O)(=O)N3CCOCC3)c2)s1
 : i	-11	14	0	2	-3	-3	i	-2
CC(NCCc1ccc(S(N)(=O)=O)cc1)C(=O)NCc1ccccc1 (stereo not given)
 : i	-6	-18	3	3	-1	1	i	1
CC(=O)N1CCOc2ccc(S(=O)(=O)N3CC(C)CC(C)C3)cc21 (stereo not given)
 : i	2	-5	1	-1	1	-5	i	1
CCOC(=O)[C@H]1[C@H]2COc3ccccc3[C@@H]2N2C(=O)CN(Cc3ccccc3)C(=O)[C@@]12C
 : i	-5	3	2	10	-6	-3	i	6
Cc1nn(C)cc1C(=O)NNC(=S)Nc1ccccc1
 : i	-12	-13	-1	2	-2	-8	i	1
NC(=O)C1Cc2ccccc2CN1C(=O)c1cccc(Oc2ccccc2)c1 (stereo not given)
 : i	-2	-3	2	-2	-8	-8	i	2
Cc1cccc2nc(-c3cccnc3)c(Nc3ccccc3)n12
 : i	-1	-6	0	2	-1	-13	i	-2
O=C(NCCc1cnc[nH]1)c1ccc(-c2ccccc2)cc1
 : i	-9	6	2	-3	-7	-11	i	1
Cc1cc2ncn(S(=O)(=O)N3CCCCC3)c2cc1C
 : i	6	13	2	-3	1	-8	i	0
O=c1c2c3c(sc2ncn1/N=C/c1cccnc1)CCCC3
 : i	7	9	-4	-2	1	-4	i	-5
Cc1cc(C)nc(SCc2nnc(SCC#N)n2-c2cccc(Cl)c2)n1
 : i	-9	3	4	-3	-1	1	i	2
O=C(c1nc2ccccn2c1CNCCCn1cccn1)N1CCCC1
 : i	-3	4	-2	0	-5	-10	i	-3
COc1cc(CNc2ccc3c(c2)OCCO3)ccc1OCC(N)=O
 : i	-2	-2	3	9	-20	2	i	0
COC(=O)c1ccccc1NC(=O)CCC(=O)N1CC(C)Oc2ccc(C)cc21 (stereo not given)
 : i	16	22	1	-3	-4	6	i	-3
COCCNC(=O)C(NC(=O)C1CCCCC1)C(C)C (stereo not given)
 : i	-4	4	2	1	-3	-6	i	1
O=C(CSc1nnc(CNC(=O)C23CC4CC(CC(C4)C2)C3)n1-c1ccc(F)cc1)Nc1ccccc1
 : i	-2	8	2	-12	0	4	i	3
O=C(COC(=O)[C@H](Cc1ccccc1)NC(=O)c1cccs1)NC1CC1
 : i	-4	-6	5	-11	-2	9	i	2
Cc1ccc(-n2c(SCC(=O)N/N=C/c3ccccc3C(=O)O)nnc2-c2ccccc2)cc1
 : i	-5	4	4	2	6	-11	i	0
COc1ccc(N(C(C)C(=O)N/N=C/c2ccc(OC(C)C)cc2)S(C)(=O)=O)cc1 (stereo not given)
 : i	-1	-2	7	-3	-2	-3	i	3
CC(C)(C)OC(=O)N1CCC(C(=O)Nc2ccc3c(c2)CCC3)CC1
 : i	5	-4	6	1	-5	16	i	-3
CCN(CC)CCNC(C(=O)Nc1cc(C(F)(F)F)ccc1Cl)c1ccccc1 (stereo not given)
 : i	-5	0	3	-1	13	-87	i	-3
Cc1cc(C)c(/C=N/NC(=O)c2nnn(-c3nonc3N)c2COc2ccc(F)cc2)c(C)c1
 : i	34	-7	6	2	2	-2	i	0
Cc1ccc(CN2CCN(/N=C/c3cccs3)CC2)cc1
 : i	4	7	-1	-1	-1	16	i	0
Cc1cccc(-c2cc3nc(C)cc(N4CC(C)CC(C)C4)n3n2)c1 (stereo not given)
 : i	22	-4	-4	-5	6	8	i	1
Cc1cc(C)c2nc(N(CCN(C)C)C(=O)c3ccc4ccccc4c3)sc2c1
 : i	20	-4	0	1	5	-5	i	-1
Cc1ccccc1/C=C/c1cccc[n+]1C
 : i	-6	4	-8	4	9	-124	i	1
CCc1nc2ccc(C(=O)N(C)CCCN(C)C)cn2c1N(C)CCCc1ccccc1
 : i	-3	8	6	10	-2	2	i	-4
COc1ccc(-c2sc3ccc(OC)cc3c2C#Cc2cncn2C)cc1
 : nt	20	20	-5	1	19	8	i	2
Cc1ccc(/C=N\NC(=O)C2COc3cc4ccccc4cc3O2)o1 (stereo not given)
 : i	7	-28	-1	5	4	-5	i	-3
O=C(Nc1ccc(NC(=O)C2CC2)nc1)c1ccccn1
 : i	-7	9	-3	4	0	19	i	-2
CCOc1ccc(NS(=O)(=O)c2ccc(C(=O)N3CCCCC3)cc2)cc1
 : i	2	-3	1	6	1	22	i	1
Cc1cc(C(F)(F)F)nn1Cc1n[nH]c(=S)n1-c1ccc(F)cc1
 : i	-12	-7	4	-16	-3	-32	i	2
Cn1c(=O)c2c(nc(N3CCCC3)n2CC(O)CO)n(C)c1=O (stereo not given)
 : i	-8	8	4	-1	-4	-1	i	0
CC(=O)Nn1cnc2c(c1=O)C1(CCCC1)Cc1ccccc1-2
 : i	-13	1	nt	-3	-5	-2	i	2
Cc1nc(C)c(C(=O)N2CCCC(CCC(=O)NCc3ccc(F)c(F)c3)C2)s1 (stereo not given)
 : i	1	-1	-2	1	-1	2	i	0
COc1ccccc1Cc1c(-c2ccc(F)cc2)nc2cc(C)c(Br)c(C)n12
 : i	20	16	-3	-4	9	nt	nt	nt
CCc1nc2sc3c(c2c(=O)n1N)CCC3
 : i	-6	-26	3	1	-3	8	i	0
CCOC(=O)CC(=O)Nc1ccc(C)cc1
 : i	-3	10	5	1	-1	15	i	3
CCCC1=NN(C(=O)Cc2ccc([N+](=O)[O-])cc2)C(O)(C(F)(F)F)C1 (stereo not given)
 : i	8	-8	1	-1	-5	-8	i	8
O=C(COC(=O)/C=C/c1ccc(OC(F)F)cc1)NC1CCCCC1
 : i	-3	-3	3	0	0	-12	i	-3
O=C(COc1ccc(Br)cc1CO)Nc1ccc(F)cc1
 : i	2	4	-5	0	-2	4	i	-2
O=C1CC(c2ccco2)c2ccc3ccccc3c2N1 (stereo not given)
 : i	-1	23	-5	-2	0	2	i	-3
CN(CC(=O)Nc1ccccc1Cl)C(=O)c1ccc(Cl)c(S(=O)(=O)N2CCCCCC2)c1
 : i	8	8	4	-1	-6	4	i	0
COc1ccc(NC(=O)CCc2ccc(OC)c(OC)c2)cn1
 : i	-6	8	-1	0	-5	6	i	1
Cc1ccc(NC(=O)c2ccc(Cl)c(S(=O)(=O)NCC3CCCO3)c2)c(O)c1 (stereo not given)
 : i	-3	2	5	1	-1	-18	i	-2
CC(=O)Nc1ccc(C(=O)Nc2ccc(S(=O)(=O)NCC3CCCO3)cc2)cc1 (stereo not given)
 : i	-6	-14	7	3	-6	-3	i	0
CCOc1cc(/C=C2/NC(=O)NC2=O)cc([N+](=O)[O-])c1O
 : i	-10	-5	19	4	-4	-4	i	-9
CCCSc1nc2c(cnn2-c2ccc(Cl)cc2)c(=O)[nH]1
 : i	-2	10	4	-6	19	4	i	3
O=C(NCc1ccco1)C1C(=O)Nc2ccccc2C(=O)N1C1CCCCC1 (stereo not given)
 : i	nt	-5	0	-6	nt	nt	nt	nt
Clc1ccc(OCc2nc(-c3ccc(Br)o3)no2)cc1
 : i	26	17	3	-4	-7	0	i	1
COc1cccc(C2CC(=O)NC(SC)=C2C#N)c1 (stereo not given)
 : i	-2	17	-1	0	2	-14	i	-2
CN(C)CCN(Cc1cc2cc3c(cc2nc1Cl)OCO3)C(=O)c1ccco1
 : i	-3	21	-1	-6	-6	6	i	-2
CN(C)c1ccc(/C=N\Nc2ccccn2)cc1
 : i	0	10	0	2	-5	-2	i	-5
CCCS(=O)(=O)N1CCN=C1SCc1cccc2ccccc12
 : i	9	1	0	1	-2	27	i	3
Cc1cc2c(ncn2C(C)C)c(N)c1C
 : i	-7	6	-1	-3	5	4	i	-1
Cc1ccc2c(C)nc(/N=C(\N)NC(=O)N3c4ccccc4Sc4ccccc43)nc2c1
 : i	64*	16&12	4&-9	2&-16	26&22	6&-11	i	2&-1

Further entries follow:
Every second line gives: Neddyl block	FAS-TE inh	SKN-1 block	MT1-MMP act inh	CSN deneddyl inh	NadD block	PABP1 MLLE inh	Rpn11 block	Rin1-Abl PPI inh
Cc1cc(NC(=O)CCN2C(=O)/C(=C/c3ccccc3Cl)SC2=S)no1
 : i	4	-4	0	-17	1	5	i	0
COC(=O)[C@H](CCSC)NC(=O)NCCC1=CCCCC1
 : i	-5	2	2	1	16	6	i	0
CCCCCCc1cc2cc(S(=O)(=O)c3ccc(F)cc3)c(=O)oc2cc1O
 : nt	-12	9	5	3	26	-3	i	2
Cc1ccc2oc(=O)c3cnn(CC(=O)NCCc4ccsc4)c3c2c1
 : i	7	-6	1	-1	-7	0	i	-4

Screening results: PubChem, several laboratories
